Screening data (PubChem BioAssay)
MITF TRPM1 inh: inhibitors of MITF-driven TRPM1 promoter in melanoma cells; SK-MEL-5 TRPM1 promoter luciferase, 24 h; inhibition, % at 12.5 µM; 330,000 tested, 0.83% active; AID 488899;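 active = mean inhibition across replicates of 60% or more, whatever share of single replicates reaches that level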; note: values of inactives mirror those of a sister screen read the other way
NR2E3 ag-1: NR2E3 (human) agonism. Q9Y5X4. GST-NR2E3/biotin-RetCOR TR-FRET, 1536-well. inhibition of corepressor binding, % at 4.78 µM. 320,000 tested, 0.12% active. AID 2300;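 active = percent inhibition above the cutoff of mean plus 3 SD of all tested compounds, set per screening campaign, cut at about 20% in these data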;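 note: 0% = DMSO wells and 100% = biotin wells as full block of FRET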
Target sequence (Q9Y5X4 whole entry, looked up): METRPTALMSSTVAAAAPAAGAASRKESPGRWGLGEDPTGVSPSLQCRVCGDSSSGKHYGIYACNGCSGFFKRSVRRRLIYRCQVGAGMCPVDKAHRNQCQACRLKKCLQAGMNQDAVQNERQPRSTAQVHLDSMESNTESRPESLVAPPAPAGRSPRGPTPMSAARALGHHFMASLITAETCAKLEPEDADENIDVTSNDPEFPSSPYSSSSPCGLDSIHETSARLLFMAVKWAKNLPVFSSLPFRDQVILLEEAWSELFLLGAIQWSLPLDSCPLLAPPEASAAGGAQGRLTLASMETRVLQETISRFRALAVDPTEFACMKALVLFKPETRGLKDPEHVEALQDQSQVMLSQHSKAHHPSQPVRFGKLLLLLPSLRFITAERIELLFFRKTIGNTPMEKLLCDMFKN
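System: GST-NR2E3 and biotin-RetCOR proteins; probe or stimulus: 7 nM biotin-RetCOR; doses: compound at 4.8 µM, single dose; schedule: Compound–protein incubation for 5 h at 4 °C; detection: time-resolved FRET; read-out: percent inhibition; controls: biotin wells as high control, 0.6% DMSO wells as low control; format: 1536-well plates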
Exocytosis inh: lytic granule exocytosis inhibition; inhibition, % at 10 µM; TALL-104 LAMP-1 surface exposure, flow cytometry; cells stimulated with thapsigargin and PMA; AID 651702; 360,000 tested, 0.66% active;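 active = inhibition above about 55%, limit read from the data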
aDG glyco act: increases alpha dystroglycan glycosylation. 360,000 tested, 0.22% active. activation, % at 10 µM. Pro5-aDG cells, alpha-DG glycosylation AlphaScreen (IIH6); 0% Pro5, 100% B10-LARGE cell signal;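 active = activation of at least 8% versus controls, or a plate z-score of at least 8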;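 note: Pro5 are CHO cells carrying HIG-tagged alpha-DG that lacks glycosylation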
NR2E3 ag-2: agonists of human NR2E3 nuclear receptor | AID 602229 | 360,000 tested, 0.35% active | Q9Y5X4 | CHO-S Gal4-NCOR/VP16-NR2E3 two-hybrid, luciferase | inhibition of corepressor binding, % at 3.98 µM;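 active = inhibition above the mean of all tested compounds plus 3 SD, cut at about 70% in these data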;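 note: 0% = DMSO with NR2E3 transfected cells and 100% = cells lacking NR2E3 construct; higher means lower luciferase signal from less NR2E3 corepressor binding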
Peg3 promoter: reduces Peg3 promoter-driven luciferase expression in HeLa; inhibition, % at 20 µM; HeLa PEG-Prom luciferase reporter, luminescence, overnight; AID 588405; 360,000 tested, 1.7% active;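 active = inhibition of at least 50% at 20 µM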
CaV13 ICDI inh: Primary screen for inhibitors of IQ motif and Ca2+-dependent inactivation inhibitor domain binding in CACNA1D, Förster resonance energy transfer in living cells, …. HEK cells, CFP/YFP FRET ICDI-IQ, plate reader, 10 min; percent FRET-ratio fall versus neutral wells. inhibition, % at 12.3 µM. 340,000 tested, 0.098% active. AID 743397;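 active = mean replicate inhibition of at least 30% and at least 1% of replicates passing that level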;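 note: 0% = median of the neutral control wells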
PDI inh: PDI (human) enzyme inhibition. P07237. PDI insulin aggregation turbidity, A650, 90 min. inhibition, % at 10 µM. 350,000 tested, 0.052% active. AID 588391;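 active = mean inhibition across replicates of 30% or more, whatever share of single replicates reach that level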;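 note: absorbance from insulin aggregation driven by PDI reduction with DTT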
Target sequence (P07237 whole entry, looked up): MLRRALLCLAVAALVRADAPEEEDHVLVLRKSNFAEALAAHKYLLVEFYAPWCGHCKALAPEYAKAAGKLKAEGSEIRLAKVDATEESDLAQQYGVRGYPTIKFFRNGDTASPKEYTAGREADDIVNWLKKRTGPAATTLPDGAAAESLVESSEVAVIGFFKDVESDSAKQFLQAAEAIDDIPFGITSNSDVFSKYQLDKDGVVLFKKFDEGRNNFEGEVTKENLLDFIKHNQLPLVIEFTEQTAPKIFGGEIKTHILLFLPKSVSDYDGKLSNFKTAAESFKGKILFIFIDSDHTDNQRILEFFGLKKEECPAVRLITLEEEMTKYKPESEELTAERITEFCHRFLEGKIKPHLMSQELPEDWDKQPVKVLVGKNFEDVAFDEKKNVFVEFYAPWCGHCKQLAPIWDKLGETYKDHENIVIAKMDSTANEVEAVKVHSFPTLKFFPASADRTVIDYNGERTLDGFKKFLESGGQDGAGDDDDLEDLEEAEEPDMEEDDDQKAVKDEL
Vif imaging: HIV Vif inhibition; HEK293T cells, Vif self-association by quenched fluorescence, imaging, 24 h; inhibition, % at 7.49 µM; 340,000 tested, 0.35% active; in the data active = inhibition above about 50%, passing the limit was not always enough; note: some results filed as inactive read as strong as hits
HIF-2a inh: HIF-2a inhibition; 786-0 RCC cells HIF-2a reporter, luciferase luminescence, overnight; inhibition, % at 18.8 µM; 360,000 tested, 0.72% active;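 active = inhibition of the luminescence signal of 40% or more relative to plate controls, in a single-dose primary screen at 18.75 µM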
iPSC survival up: enhancers of human iPSC single-cell survival. hiPSC single-cell survival, ATPlite luminescence; 100% = ROCK inhibitor wells, 0% = DMSO. survival enhancement, % at 20 µM. 360,000 tested, 0.044% active. AID 602274; in the data active = survival enhancement above about 18%;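 note: cells exposed to compounds for 16 hours before the ATP read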
The depositor's hits bear a star; · = no result given; & = joins results of further samples.

SMILES	MITF TRPM1 inh	NR2E3 ag-1	Exocytosis inh	aDG glyco act	NR2E3 ag-2	Peg3 promoter	CaV13 ICDI inh	PDI inh	Vif imaging	HIF-2a inh	iPSC survival up
COc1cccc(-n2nc(C#N)c(Cl)cc2=O)c1	91*	·	10	-0.7	28	108*	-5	2	10	96*	-1.2
CC1Cc2ccccc2N1C(=O)CSc1nnc(Cc2ccccc2)n1CCc1ccccc1 (configuration not stated)	10	·	-2	0.1	-32	26	·	13	-10	18	-0.2
O=C1N(c2ccccc2)C(=Nc2ccccc2)SC12CC2	4	0	1	-0.2	4	21	-2	-2	8	18	-0.6
O=C(Cc1ccccc1)NC1CCN(S(=O)(=O)c2ccc(C(=O)O)cc2)CC1	15	1	0	0.0	9	4	·	-1	7	7	-0.2
Cc1cc(C)c2c(=O)[nH]n(C3CCCCCC3)c2n1	-3	0	11	-0.5	7	2	-2	2	12	17	6.9
Cc1c(OC(C)C(=O)NCC2CCC(C(=O)O)CC2)ccc2c1oc(=O)c1ccccc12 (configuration not stated)	-14	1	19	-0.2	-23	10	·	·	5	-12	-2.2
COc1ccc(CCNC(=O)c2cc(-c3ccc(Cl)c(Cl)c3)oc2C)cc1	-6	1	7	0.0	-17	3	-2	-3	0	15	0.5
CC(=O)OC[C@H]1O[C@@H](Sc2cccc3cccnc23)[C@H](OC(C)=O)[C@@H](OC(C)=O)[C@H]1OC(C)=O	-1	2	9	1.9	-33	0	-4	-17	6&4	-4	0.3
CC(O)[C@H]1CNC(=O)C(=O)N1CC1(c2ccccc2)CC1 (some centres not stated)	5	3	-9	0.0	11	3	-7	-3	-2	8	3.2
CCOc1ccc(Br)cc1S(=O)(=O)Nc1cccc(S(=O)(=O)Nc2ccccc2C(=O)O)c1	1	·	9	0.0	-29	-2	-3	2	19	14	1.3
NCC(O)(c1ccc(Cl)cc1)c1ccc(Cl)cc1	-13	-4	0	0.3	-20	10	0	6	-5	11	-2.0
Nc1c(-c2ccccc2)c(CN2CCOCC2)nn1-c1ccccc1	0	2	7	-0.2	-3	13	-5	-1	1	17	2.0
CN(C)CC(C)(C)CNS(=O)(=O)c1cccc2nsnc12	5	-4	-3	-0.2	6	3	-4	1	-4	19	-2.7
CC(C)(O)[C@H](O)COc1c2occc2cc2ccc(=O)oc12	2	0	-3	-0.2	23	-5	-13	3	19	8	5.5
COC(=O)[C@]1(C)N[C@H](CN(C)C(=O)c2ccc(C)cc2)[C@@H]2C(=O)N(Cc3ccccc3)C(=O)[C@@H]21	7	·	4	0.4	-19	-2	-6	2	·	5	1.8
CC(=O)c1c(C(C)=O)c(C)n(NC(=O)c2ccncc2)c1C	-2	3	-1	-0.2	-6	-1	·	0	-3	14	0.2
COc1cc(C(=O)NCCCNc2ccc([N+](=O)[O-])cc2)cc(OC)c1OC	2	1	-2	0.1	-17	8	-9	1	3	8	0.2
CN1CCN(c2nc(-c3cccnc3)nc3ccccc23)CC1	-17	3	-4	-0.2	-12	6	-10	-3	-2	1	5.0
Cc1c(NC(=S)NC(=O)c2ccc(COc3ccccc3)cc2)cccc1C(=O)O	-3	1	-2	0.1	-40	-84	-5	8	5	-92	-0.5
O=C(OCCN=C1NS(=O)(=O)c2ccccc21)c1ccncc1	5	5	-3	-0.2	-3	-8	-6	2	-4	18	-1.6
COCCCNC(=S)NNC(=O)c1cc(-c2ccncc2)nc2ccccc12	4	1	-2	-0.4	-3	16	-3	-3	·	-2	-0.3
Cc1cc(N2C(=O)C(O)=C(C(=O)c3ccco3)C2c2cccc(O)c2)no1 (configuration not stated)	-6	3	-1	0.0	-6	-1	-15	0	9	6	-0.4
CC1(c2ccc([N+](=O)[O-])cc2)NC(=O)N(CC(=O)c2ccc3c(c2)OCO3)C1=O (configuration not stated)	1	-1	2	0.3	-17	0	-2	2	-7	6	0.6
Cc1ccc(NC(=O)c2cccc3ccccc23)cc1	-62	0	-9	0.1	-83	-111	-3	-7	-2	-216	1.5

Entries of single compounds, quoted from the list. Order of values: MITF TRPM1 inh	NR2E3 ag-1	Exocytosis inh	aDG glyco act	NR2E3 ag-2	Peg3 promoter	CaV13 ICDI inh	PDI inh	Vif imaging	HIF-2a inh	iPSC survival up
CN1CCN(c2nc(-c3cccnc3)nc3ccccc23)CC1 is listed as -17	3	-4	-0.2	-12	6	-10	-3	-2	1	5.0
Cc1ccc(NC(=O)c2cccc3ccccc23)cc1 is listed as -62	0	-9	0.1	-83	-111	-3	-7	-2	-216	1.5

Peg3 promoter, what is marked active above.
compound	MITF TRPM1 inh	NR2E3 ag-1	Exocytosis inh	aDG glyco act	NR2E3 ag-2	Peg3 promoter	CaV13 ICDI inh	PDI inh	Vif imaging	HIF-2a inh
COc1cccc(-n2nc(C#N)c(Cl)cc2=O)c1	91*	·	10	-0.7	28	108*	-5	2	10	96*

(continued)
SMILES	MITF TRPM1 inh	NR2E3 ag-1	Exocytosis inh	aDG glyco act	NR2E3 ag-2	Peg3 promoter	CaV13 ICDI inh	PDI inh	Vif imaging	HIF-2a inh	iPSC survival up
COc1ccc(CNCC(O)(c2ccccc2)c2ccc(F)cc2)cc1OC (configuration not stated)	0	-1	34	0.4	0	9	-4	-2	-19	12	-0.6
COc1cc(/C=C/C(=O)OCC(=O)N2CCCCCC2)cc(OC)c1OC	·	·	12	-0.2	-7	-7	-5	-2	-1	-2	3.7
Cc1cnc(C(=O)OCC(=O)Nc2ccccc2-c2ccccc2)cn1	-4	4	-1	-0.1	-10	-2	-6	-3	5	0	0.3
O=[N+]([O-])c1ccccc1N=Nc1ccc(O)cc1	-36	-2	-14	-0.1	-51	-95	-4	-9	-16	-114	0.4
CCc1nnc(NC(=O)CCNC(=O)c2ccccc2Cl)s1	8	18	-1	0.0	-15	-5	-2	-5	25	8	-0.9
O=C(NCc1cccc(Cl)c1)c1cccc(S(=O)(=O)N2CCCC2)c1	-2	-2	2	1.0	-31	1	-9	-2	·	12	-0.3
OC(c1cc(F)cc(Cl)c1)c1ncc(-c2ccccc2Cl)[nH]1 (configuration not stated)	·	·	2	0.3	-44	-1	-7	-3	·	-29	1.7
CCN(CC)CCn1c2c(c(SCC(=O)Nc3ccc4c(c3)OCO4)nc1=O)CCC2	-1	0	14	0.4	-4	1	-6	1	5	12	-0.1
O=C(CCNC(=O)c1ccc(Br)cc1)Nc1cccc(S(=O)(=O)N2CCCC2)c1	8	-5	1	0.1	23	1	-7	-2	-14	0	0.5
O=C(Nc1nccs1)C1(c2ccc(Cl)cc2)CC1	4	2	2	0.1	-3	9	-5	3	-1	6	1.5
COc1ccc(Cl)cc1C1=NOC2(CCC2)C(=O)N1Cc1cccc(C#N)c1	·	·	10	0.0	-24	5	1	12	-5	7	1.7
Cc1c(Cl)c([N+](=O)[O-])nn1CC(=O)NCc1cccnc1	7	3	9	-0.4	-10	-1	-4	0	3	7	-0.7
CCOc1ccc(OCc2cccc(C(=O)N3CCCC3)c2)cc1	29	-2	-3	0.1	-222	-145	-7	-1	53*	-36	-3.4
CCOc1ccccc1OCCCC(=O)NNC(=O)c1ccc(F)cc1	2	·	2	0.1	-8	-3	-6	2	1	6	0.5
O=C(NCCN1CCOCC1)C(=O)NCC1OCCN1S(=O)(=O)c1ccccc1 (configuration not stated)	-10	1	3	-0.2	-8	12	-5	11	-5	7	0.0
CN(/C(=N\S(=O)(=O)c1ccccc1)C(F)(F)F)c1ccccc1	-1	0	-8	-0.1	-10	8	-5	8	64*	24	-0.1
CCCNC(=S)Nc1ccccc1	-6	-2	4	-0.1	-22	8	-4	-1	-2	13	0.7
O=C(c1ccccc1)c1cc(-c2ccccn2)c(N2CCOCC2)s1	0	7	0	-0.2	-10	9	-6	-1	-14	-2	-1.5
COc1ccc(-c2c(-c3ccsc3)oc(=O)c3cc(OC)c(OC)cc23)cc1	-17	6	6	-0.1	-3	-10	-5	2	-3	-42	-1.6
O=C(CN1C(=O)CSc2ccc(S(=O)(=O)N3CCOCC3)cc21)NCCc1ccccc1	·	·	0	0.0	-25	0	-6	5	·	2	2.5
CCNC(=O)CCSc1nnc(-c2ccncc2)o1	5	2	-2	-0.1	-5	0	4	7	-4	13	0.2
CC(=O)Nc1ccc(S(=O)(=O)N2CCN(Cc3cccc([N+](=O)[O-])c3)CC2)cc1	-7	0	0	0.0	15	0	-5	0	8	6	0.0
O=C1C=C(N(CCO)Cc2ccccc2)c2ccccc2C1=O	106*	·	4	14*	-28	38	·	-1	-11	-11	-0.7
Cc1ccc(S(=O)(=O)NNC(=O)/C=C/c2cccc(F)c2)cc1	9	2	11	-0.2	-11	5	-21	1	7	12	0.9
CC1(C(=O)NCC2CC2)Cc2c(-c3ccc4c(c3)OCO4)ccnc2O1 (configuration not stated)	·	·	5	0.2	-24	21	-15	3	9	12	0.6
COc1ccc(OC)c(NC(=O)CSc2nnnn2C2CCCC2)c1	2	·	3	0.0	-18	8	-3	4	13	4	-0.5
COc1ccc(OC)c(NC(=O)CSc2nc(-c3ccccc3)cc(=O)[nH]2)c1	-1	1	-8	-0.1	-13	4	-5	0	-7	-19	-0.8
CC1CCCCN1C(=O)CSc1nnc(-c2c[nH]c3ccccc23)o1 (configuration not stated)	-41	-2	0	-0.1	-46	-152	-7	-2	-7	-158	-2.1
Cc1nc(-c2cccc(NC(=O)c3cccs3)c2)cs1	-43	-1	-2	0.5	7	-68	-5	-2	8	-133	-2.1
Cc1ccc(Cn2c(SCC(=O)Nc3cc(C)on3)nc3ccccc3c2=O)cc1	8	1	1	0.0	-9	21	·	9	·	0	-1.1
O=c1c2c(-c3cccs3)csc2ncn1-n1cccc1	-7	-1	-3	0.2	-22	1	-6	2	6	-2	-2.0
O=C(NCc1ccco1)C1CCN(S(=O)(=O)N2CCOCC2)CC1	-2	0	2	-0.2	-26	-11	-5	-2	·	4	2.5
CCC1COCCS(=O)(=O)N1Cc1ccccc1F (configuration not stated)	-6	0	36	0.0	14	9	-5	1	0	-8	8.4
O=C1C[C@@H]2c3c(cccc3CN1Cc1ccc(Cl)cc1)C[C@@H](O)[C@H]2O	5	·	3	0.1	7	-10	-9	-2	-3	11	1.3
Cc1cn2c(-c3cccnc3)nnc2s1	9	0	2	-0.3	-2	30	-6	2	12	5	0.4
CCN(CC)C(=O)C1CCN(S(=O)(=O)c2ccc(-n3cnnn3)cc2)CC1	6	-1	-6	0.2	-6	8	-1	4	0	13	2.2
CCCCNS(=O)(=O)c1ccc2nc(-c3cccnc3)cc(C(=O)NCCOC)c2c1	-1	1	5	-0.3	-1	-1	-14	8	4	16	-0.1
Cc1ccc(-n2nc(C(=O)c3ccccc3)n3c(=O)cc(-c4ccccc4)nc23)cc1	-4	-3	-5	0.0	-19	-11	·	-3	-28	-2	-2.8
CSc1nsc(SC)c1CO	-4	2	-2	-0.1	6	-1	-5	-3	0	15	0.0
Cn1c(=O)[nH]c(=O)c2c1nc(N1CCN(C(=O)c3ccco3)CC1)n2CCCSc1ncccn1	-2	·	6	-0.1	7	1	-15	3	-16	15	2.0
